Screening results deposited in PubChem BioAssay by several laboratories.
CF NFkB inh: cystic fibrosis NF-kB activation inhibition; KKLEB NF-kB-GFP reporter, PAF-induced, GFP fluorescence overnight; inhibition, % at 5 µM; 0.86% of 360,000 active; AID 588850;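 active = at least 50% inhibition at 5 µM, scaled per plate between neutral and stimulator controls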;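 note: PAF is a Pseudomonas aeruginosa culture filtrate used as stimulus; plate controls were PAF-stimulated DMSO wells for no effect and unstimulated DMSO wells for full effect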
NR2E3 ag-1: activates human NR2E3 receptor; Q9Y5X4; CHO-S Gal4-NCOR/VP16-NR2E3 two-hybrid, luciferase; inhibition of corepressor binding, % at 3.98 µM; 0.35% of 360,000 active; AID 602229;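 active = inhibition above the mean of all tested compounds plus 3 SD, cut at about 70% in these data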;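 note: 0% = DMSO with NR2E3 transfected cells and 100% = cells lacking NR2E3 construct; higher means lower luciferase signal from less NR2E3 corepressor binding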
Target sequence (Q9Y5X4 whole entry, looked up, the tested form may be a part): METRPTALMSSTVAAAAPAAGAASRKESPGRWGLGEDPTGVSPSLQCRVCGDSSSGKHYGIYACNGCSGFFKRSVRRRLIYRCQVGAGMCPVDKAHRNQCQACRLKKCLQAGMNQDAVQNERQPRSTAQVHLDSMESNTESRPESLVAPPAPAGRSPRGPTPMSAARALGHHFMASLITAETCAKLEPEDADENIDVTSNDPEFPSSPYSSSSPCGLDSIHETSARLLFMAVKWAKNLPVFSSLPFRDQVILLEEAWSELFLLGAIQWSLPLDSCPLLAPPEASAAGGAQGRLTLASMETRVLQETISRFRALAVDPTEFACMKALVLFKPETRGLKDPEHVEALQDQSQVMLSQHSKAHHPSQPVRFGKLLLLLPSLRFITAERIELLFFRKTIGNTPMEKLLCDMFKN
MITF TRPM1 inh: reduces MITF-dependent TRPM1 promoter luciferase signal; inhibition, % at 12.5 µM; AID 488899; 0.83% of 330,000 active; SK-MEL-5 TRPM1 promoter luciferase, 24 h;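 active = mean inhibition across replicates of 60% or more, whatever share of single replicates reaches that level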; note: values of inactives mirror those of a sister screen read the other way
CaV13 FRET inh: Disruptors of the CACNA1D IQ motif to Ca2+-dependent inactivation inhibitor domain association, primary screening, Förster resonance energy transfer in intact living …; 0.098% of 340,000 active; inhibition, % at 12.3 µM; HEK cells, CFP/YFP FRET ICDI-IQ, plate reader, 10 min; percent FRET-ratio fall versus neutral wells;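 active = mean replicate inhibition of at least 30% and at least 1% of replicates passing that level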;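 note: 0% = median of the neutral control wells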
HIF-2a block: inhibitors of HIF-2a; 786-0 RCC cells HIF-2a reporter, luciferase luminescence, overnight; inhibition, % at 18.8 µM; 0.72% of 360,000 active; AID 624352;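 active = inhibition of the luminescence signal of 40% or more relative to plate controls, in a single-dose primary screen at 18.75 µM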
KKLEB tox: CF airway cell cytotoxicity counter-screen; KKLEB CF airway cells viability, ATPlite luminescence, overnight; stronger effect = lower value; cells stimulated with P. aeruginosa culture filtrate; activity change (cytotoxicity), % at 5 µM; 0.36% of 360,000 active;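 active = corrected activity change at or below -50% at 5 µM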
Vif inh: inhibitors of HIV Vif; HEK293T cells, Vif self-association by quenched fluorescence, imaging, 24 h; inhibition, % at 7.49 µM; 0.35% of 340,000 active; AID 602346; in the data active = inhibition above about 50%, passing the limit was not always enough; note: some results filed as inactive read as strong as hits
NR2E3 ag-2: activates human photoreceptor nuclear receptor NR2E3; Q9Y5X4; 0.12% of 320,000 active; inhibition of corepressor binding, % at 4.78 µM; AID 2300; GST-NR2E3/biotin-RetCOR TR-FRET, 1536-well;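 active = percent inhibition above the cutoff of mean plus 3 SD of all tested compounds, set per screening campaign, cut at about 20% in these data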;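 note: 0% = DMSO wells and 100% = biotin wells as full block of FRET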
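Material: NR2E3–RetCOR corepressor complex / Incubation: Compound–protein incubation for 5 h at 4 °C / Dosing: compound at 4.8 µM, single dose / Detection: time-resolved FRET / Benchmarks: high control biotin, low control 0.6% DMSO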
PDI turbidity: PDI (human) enzyme inhibition. AID 588391. inhibition, % at 10 µM. 0.052% of 350,000 active. PDI insulin aggregation turbidity, A650, 90 min. P07237;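 active = mean inhibition across replicates of 30% or more, whatever share of single replicates reach that level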;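 note: absorbance from insulin aggregation driven by PDI reduction with DTT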
Target sequence (P07237 whole entry, looked up): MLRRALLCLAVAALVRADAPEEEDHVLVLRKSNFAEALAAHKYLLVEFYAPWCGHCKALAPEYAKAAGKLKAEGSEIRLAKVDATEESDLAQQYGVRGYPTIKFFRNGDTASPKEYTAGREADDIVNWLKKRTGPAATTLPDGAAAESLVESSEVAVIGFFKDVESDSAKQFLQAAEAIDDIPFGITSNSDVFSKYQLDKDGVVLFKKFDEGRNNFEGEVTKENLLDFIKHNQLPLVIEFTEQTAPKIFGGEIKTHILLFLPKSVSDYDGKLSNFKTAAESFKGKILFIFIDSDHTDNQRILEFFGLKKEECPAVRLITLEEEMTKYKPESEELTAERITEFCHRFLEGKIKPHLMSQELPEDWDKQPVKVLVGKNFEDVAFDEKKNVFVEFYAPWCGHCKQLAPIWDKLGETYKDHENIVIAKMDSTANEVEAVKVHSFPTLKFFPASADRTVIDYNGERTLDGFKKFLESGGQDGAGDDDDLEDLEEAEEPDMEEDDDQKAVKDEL
Peg3 promoter: inhibitors of Peg3 promoter. 1.7% of 360,000 active. inhibition, % at 20 µM. HeLa PEG-Prom luciferase reporter, luminescence, overnight. AID 588405;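 active = inhibition of at least 50% at 20 µM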
Shn3 3UTR inh: reduces Shn3 3'UTR luciferase signal in osteoblasts | Clone20 osteoblast Shn3 3'UTR firefly luciferase, 24 h | inhibition, % at 12.5 µM | 0.52% of 360,000 active | AID 588674;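 active = mean inhibition of at least 75% with every replicate also reaching 75%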;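 note: 0% = median of neutral control wells and 100% = pilot-screen positive control compound; some compounds past the cut are filed as inactive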
* = called active by the depositor; x = not tested or not shown.

[1] CC(=O)NCCNc1nc2cc(-c3ccc(C)cc3)sc2c(=O)n1C
[2] COC(=O)c1ccccc1S(=O)(=O)NNC(=O)c1ccccc1-n1cccc1
[3] CS(=O)(=O)Cc1nc2ccccc2n1CC(=O)Nc1cccc(S(=O)(=O)N2CCCC2)c1
[4] CC(=O)c1ccc(NC(=O)c2ccc(CNc3c(N4CCOCC4)c(=O)c3=O)cc2)cc1
[5] COC(=O)c1cc(S(=O)(=O)N(Cc2ccccc2)C(C)(C)C)c[nH]1
[6] CCN(CC)CCC(=O)N1c2ccccc2CCc2ccc(NC(=O)OC(C)C)cc21
[7] Cc1ccc(S(=O)(=O)N(C(=O)c2ccncc2)c2ccc(OC(=O)c3ccncc3)cc2)cc1
[8] CCOc1ccc2nc(N3CCCC(C(=O)NC4CCCC4)C3)sc2c1 (configuration not stated)
compound no.,1,2,3,4,5,6,7,8
KKLEB tox,-2,12,14,-2,-20,-6,-6,-6
PDI turbidity,-55,0,-4,-6,6,13,21,-3
Vif inh,-11,-5,25,-2,-5,-4,-11,-4
NR2E3 ag-2,x,-1,x,4,-1,x,-1,0
Shn3 3UTR inh,-17,4,-5,8,6,7,-1,-30
MITF TRPM1 inh,x,7,11,-11,1,-2,16,-27
NR2E3 ag-1,-34,8,-3,8,-36,-32,25,-52
CF NFkB inh,-7,-6,-32,17,22,23,21,14
Peg3 promoter,-92,-4,11,-9,12,-9,17,-137
CaV13 FRET inh,-5,-6,-2,-2,-3,-3,-4,-7
HIF-2a block,-122,6,20,4,15,-9,20,-148

[9] CCn1ccnc1C(O)(c1ccccc1)c1ccccc1
[10] CC(C)c1ccccc1OCCCCCN1CCOCC1
[11] Cc1ccc(CNC(=O)C2CCC(=O)N(CCc3ccccn3)C2)s1 (configuration not stated)
[12] Cc1ccc(OCCC(=O)N(CC(=O)Nc2ccccc2C(F)(F)F)Cc2ccco2)cc1
[13] O=C(CSc1nnnn1-c1ccccc1)CSc1nnnn1-c1ccccc1
[14] Cc1ccc(C(=O)N/C(=C/c2cn(-c3ccccc3)nc2-c2ccccc2)C(=O)O)cc1
[15] Cc1c(CN2CCC(CO)(CCOc3ccccc3)CC2)[nH]c2ccc(Cl)cc12
[16] CCN(CC)c1nc(C(N)=O)cc(-c2ccccc2)n1
compound no.,9,10,11,12,13,14,15,16
KKLEB tox,-8,-10,-4,-10,11,5,-10,-6
PDI turbidity,11,-3,1,-7,10,-15,1,-2
Vif inh,1,20,-2,9,10,-3,6,-11
NR2E3 ag-2,-2,-1,1,-1,2,-1,0,-1
Shn3 3UTR inh,21,4,-3,-9,-20,-3,-6,11
MITF TRPM1 inh,12,x,7,1,4,7,4,-3
NR2E3 ag-1,-4,-15,4,-12,-6,-7,10,-17
CF NFkB inh,5,4,-8,1,-2,-21,17,17
Peg3 promoter,11,5,-1,1,17,-8,85*,27
CaV13 FRET inh,3,-5,-5,-5,-8,-5,-5,-2
HIF-2a block,6,6,-1,-3,-8,4,-16,19

Arranged by value in Peg3 promoter (descending): six from the list above.
| cpd | SMILES | Peg3 promoter |
| --- | --- | --- |
| 16 | CCN(CC)c1nc(C(N)=O)cc(-c2ccccc2)n1 | 27 |
| 13 | O=C(CSc1nnnn1-c1ccccc1)CSc1nnnn1-c1ccccc1 | 17 |
| 3 | CS(=O)(=O)Cc1nc2ccccc2n1CC(=O)Nc1cccc(S(=O)(=O)N2CCCC2)c1 | 11 |
| 10 | CC(C)c1ccccc1OCCCCCN1CCOCC1 | 5 |
| 12 | Cc1ccc(OCCC(=O)N(CC(=O)Nc2ccccc2C(F)(F)F)Cc2ccco2)cc1 | 1 |
| 8 | CCOc1ccc2nc(N3CCCC(C(=O)NC4CCCC4)C3)sc2c1 (configuration not stated) | -137 |

Remaining list, next part
[17] Cn1cccc1C(=O)NC(=O)COC(=O)CC12CC3CC(CC(C3)C1)C2
[18] CCCNS(=O)(=O)c1ccc(OCC(=O)Nc2ccc3c(c2)OCCO3)c(C)c1
[19] CCCCN1C(=O)C(O)(CC(=O)c2ccccc2OC)c2ccccc21 (configuration not stated)
[20] CC(C)C(NC(=O)c1ccc(Cl)cc1Cl)C(=O)N1CCN(S(=O)(=O)c2ccccc2)CC1 (configuration not stated)
[21] O=C(CCn1c(=S)oc2ccccc21)Nc1cccc(F)c1
[22] CS(=O)(=O)N1CCN=C1SCc1ccc(Br)cc1
[23] Cc1ccc(CNc2ccc([N+](=O)[O-])cc2C(N)=O)cc1
[24] Cc1ccc(Sc2cc(Cl)nc(N)n2)cc1
compound no.,17,18,19,20,21,22,23,24
KKLEB tox,-1,2,7,-4,18,-6,-11,-10
PDI turbidity,10,-11,1,0,6,-1,-6,12
Vif inh,15,-2,4,-2,3,-3,-1,-5
NR2E3 ag-2,-1,-1,2,x,1,1,5,-2
Shn3 3UTR inh,-11,-1,-8,84,2,-28,-71,-18
MITF TRPM1 inh,3,9,3,7,-10,-11,-103,-10
NR2E3 ag-1,2,14,13,-12,-11,-41,-47,4
CF NFkB inh,-10,-15,-41,-1,-7,3,2,12
Peg3 promoter,3,-1,0,5,22,3,-266,-8
CaV13 FRET inh,-3,-7,4,-6,-3,-2,-5,x
HIF-2a block,7,-6,16,1,9,-17,-296,-11

[25] CCOc1ccc(OCc2ccc(C(=O)N3CCCCC3)o2)cc1
[26] COc1ccc(C(C)C)cc1S(=O)(=O)Nc1ncn[nH]1
[27] COc1ccc(C(=O)COC(=O)c2sccc2C)cc1OC
[28] Cc1ccccc1NC(=O)CN1C(=O)COc2ccc(Cl)cc21
[29] COCc1cc(Sc2cccc(Cl)c2Cl)nc(-c2ccccc2)n1
[30] COc1cccc(-c2cc(NC=O)c3ncc(-c4ccc(F)c(Cl)c4)n3c2)c1
[31] O=C(CCSCCc1ccccn1)Nc1ccc(Br)cc1F
[32] O=C1C(N2CCOCC2)=Cc2cccc3cccc1c23
compound no.,25,26,27,28,29,30,31,32
KKLEB tox,9,3,10,-5,-2,-10,6,-2
PDI turbidity,-7,-4,5,x,2,-8,3,12
Vif inh,-25,0,3,11,1,-5,7,21
NR2E3 ag-2,5,1,x,3,-2,x,1,x
Shn3 3UTR inh,-5,-26,-99,-7,22,-20,-21,5
MITF TRPM1 inh,4,5,-111,-11,8,x,-1,x
NR2E3 ag-1,-10,4,-20,-34,-22,4,-12,-6
CF NFkB inh,-5,5,-9,5,8,-7,14,4
Peg3 promoter,-50,11,-240,-15,20,13,3,-3
CaV13 FRET inh,-11,-3,-5,-3,x,-4,-6,-10
HIF-2a block,-77,9,-65,-5,11,-18,-1,1

In a second layout: entries from further up
Each structure is followed by: KKLEB tox, PDI turbidity, Vif inh, NR2E3 ag-2, Shn3 3UTR inh, MITF TRPM1 inh, NR2E3 ag-1, CF NFkB inh, Peg3 promoter, CaV13 FRET inh, HIF-2a block
[30] COc1cccc(-c2cc(NC=O)c3ncc(-c4ccc(F)c(Cl)c4)n3c2)c1
  -10, -8, -5, x, -20, x, 4, -7, 13, -4, -18
[31] O=C(CCSCCc1ccccn1)Nc1ccc(Br)cc1F
  6, 3, 7, 1, -21, -1, -12, 14, 3, -6, -1

(next part)
[33] COc1ccc(OC)c(/C=N/NC(=O)CN2CCSCC2)c1
[34] CC(C)(C)C(=O)N1CCN(c2nc3ccc(Cl)cc3s2)CC1
[35] O=C(CCNC(=O)N1CCn2c1nc1ccccc12)NCc1ccccc1
[36] COc1ccc(CC(=O)Nc2ccccc2C(=O)N2CCOCC2)cc1OC
[37] O=C(CCc1nc2ccccc2c(=O)[nH]1)NNC(=O)c1ccccc1Cl
[38] CC1CCC(CN2C(Nc3ccccc3)=NC[C@@H]2C)CC1 (some centres not stated)
[39] Cc1ccc(-c2csc(NC(=O)/C=C/c3ccco3)c2C(=O)O)cc1
[40] COC(=O)c1ccc(C(=O)N2CCCC(Nc3ccc(F)c(F)c3)C2)cc1 (configuration not stated)
compound no.,33,34,35,36,37,38,39,40
KKLEB tox,8,3,6,-15,21,-12,0,-20
PDI turbidity,-2,-13,-5,0,-1,1,3,4
Vif inh,4,-4,4,3,-20,-3,-13,-5
NR2E3 ag-2,-2,0,1,0,-3,1,-1,-1
Shn3 3UTR inh,20,1,-5,-11,-3,11,-33,6
MITF TRPM1 inh,-5,-33,17,8,4,5,-17,-9
NR2E3 ag-1,-10,-118,9,-19,-13,0,-32,2
CF NFkB inh,-1,15,4,13,-17,9,2,11
Peg3 promoter,14,-292,-9,10,14,-3,-194,16
CaV13 FRET inh,-6,-3,-2,-6,-6,-10,-24,-8
HIF-2a block,6,-215,5,-5,-4,-1,-187,3

[41] CCC(C)c1ccc(NC(=S)NC2CCN(Cc3ccccc3)CC2)cc1 (configuration not stated)
[42] NCCCn1c(C(=O)c2ccc(Cl)cc2)c2ccc(C(F)(F)F)cc2[n+]1[O-]
[43] CC(=O)Nc1ncc(Cc2cc(Cl)ccc2Cl)s1
[44] O=C(N/N=C\c1ccccn1)c1cccc(C(=O)N/N=C\c2ccccn2)n1
[45] CCOc1ccc(NC(=O)CN(C)C(=O)c2ccccc2OCCOc2ccccc2)cc1OCC
compound no.,41,42,43,44,45
KKLEB tox,-1,-3,5,2,12
PDI turbidity,5,-2,-5,11,-19
Vif inh,-10,-3,-1,0,-4
NR2E3 ag-2,-1,0,2,1,4
Shn3 3UTR inh,22,-30,33,6,35
MITF TRPM1 inh,19,24,-1,23,0
NR2E3 ag-1,24,-17,9,-4,-5
CF NFkB inh,2,-8,24,-15,14
Peg3 promoter,77*,-18,8,21,11
CaV13 FRET inh,x,-4,-18,-6,-2
HIF-2a block,12,-6,-15,12,11
